GC-B act: human GC-B receptor activators, primary screen, HEK293 GC-B cells, cGMP TR-FRET, EC30 CNP; Atrial natriuretic peptide receptor 2 (Homo sapiens), P20594; 0% at EC30 CNP, 100% saturating CNP; activation, % at 10 µM; 370,000 tested, 0.11% active; AID 1920062, 2024;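 active = activation at 10 µM reaching about 35% in either raw or pattern-adjusted values, limit read from the data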
Rev-erbA mod: modulators of Rev-erb alpha DNA binding, primary screen, biochemical, FITC-DNA, fluorescence polarization, uHTS. 370,000 tested, 0.79% active. Nuclear receptor subfamily 1 group D member 1 (Homo sapiens), P20393. Rev-erbα–FITC-DNA binding, 90 min. activity, % at 10 µM;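 active = activity above about 14%, limit read from the data; passing the limit was not always enough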;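 note: 0% = DMSO wells with 35 nM protein and 100% = DMSO wells with 750 nM protein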
Target sequence (P20393 whole entry, looked up): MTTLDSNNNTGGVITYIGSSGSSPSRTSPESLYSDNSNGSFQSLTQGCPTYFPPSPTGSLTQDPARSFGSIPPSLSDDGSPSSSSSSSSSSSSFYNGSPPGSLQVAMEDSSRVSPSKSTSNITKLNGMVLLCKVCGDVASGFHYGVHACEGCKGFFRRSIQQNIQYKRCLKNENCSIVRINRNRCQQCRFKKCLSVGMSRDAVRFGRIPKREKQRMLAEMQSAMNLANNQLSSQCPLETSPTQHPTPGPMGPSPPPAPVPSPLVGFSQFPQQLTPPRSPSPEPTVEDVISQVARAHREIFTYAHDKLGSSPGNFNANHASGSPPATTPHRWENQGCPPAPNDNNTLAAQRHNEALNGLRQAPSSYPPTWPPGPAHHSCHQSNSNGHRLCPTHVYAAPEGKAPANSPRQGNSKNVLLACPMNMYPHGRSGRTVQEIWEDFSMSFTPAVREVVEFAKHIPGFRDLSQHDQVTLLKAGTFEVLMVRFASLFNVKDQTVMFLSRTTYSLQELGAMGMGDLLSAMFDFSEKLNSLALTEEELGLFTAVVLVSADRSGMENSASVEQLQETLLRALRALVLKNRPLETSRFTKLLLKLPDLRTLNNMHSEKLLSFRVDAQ
ASAP1 inh: inhibitors of human ASAP1 ArfGAP activity, primary screen, biochemical, fluorescence polarization | Arf-GAP with SH3 domain, ANK repeat and PH domain-containing protein 1 (Homo sapiens), … | ASAP1-stimulated ARF1 GTP hydrolysis, GDP FP detection | inhibition, % at 16.5 µM | 360,000 tested, 0.19% active; in the data active = inhibition above about 25%;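 note: 0% = vehicle with enzyme and substrate and 100% = no enzyme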
GC-A act: GC-A stimulated cGMP production enhancers – HEK293 GC-A cells, cGMP TR-FRET, EC30 ANP, primary screen; AID 1671463, 2021; activation, % at 10 µM; 0% at EC30 ANP, 100% saturating ANP; 370,000 tested, 0.14% active; in the data active = activation above about 40%
rCAG binder: binders of r(CAG) RNA repeats, primary screen, biochemical, fluorescence. 370,000 tested, 1.3% active. r(CAG) RNA repeat, TO-PRO-1 dye displacement fluorescence. inhibition, % at 3 µM;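 active = inhibition above the plate cutoff, the mean of all test compounds on that plate plus 3 SD, cut at about 35% in these data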;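 note: 0% = DMSO alone and 100% = 100 µM mitoxantrone as full dye displacement; higher means more dye released from RNA so lower well fluorescence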
SMARCA2 activ: SMARCA2 (BRM) function activators, primary screen, cell-based, luminescence, high throughput; MG213 cells, MMTV-luciferase reporter, dexamethasone, overnight; 370,000 tested, 1% active; activation, % at 9.1 µM; AID 652017, 2013; in the data active = activation above about 7.8%;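 note: 0% = vehicle wells and 100% = reference activator wells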
PG9 Ab binder: binders of HIV-1 gp120 antibody PG9, primary screen, biochemical, TR-FRET | 360,000 tested, 0.43% active | TR-FRET gp120-PG9 antibody binding | inhibition, % at 6.7 µM | HIV-1 gp120 / PG9 antibody interaction; in the data active = inhibition above about 8.5%
ARFGAP1 inh: inhibitors of rat ARFGAP1 GAP activity, primary screen, biochemical, fluorescence polarization, GDP tracer; ADP-ribosylation factor GTPase-activating protein 1 (Rattus norvegicus), Q62848; Arfgap1-stimulated ARF1 GTP hydrolysis, GDP FP detection; inhibition, % at 16.5 µM; 360,000 tested, 0.26% active; AID 651572, 2012;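 active = inhibition above a per-plate limit, mean inhibition of low control wells plus 3 SD, cut at about 25% in these data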;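 note: 0% = DMSO wells with enzyme and 100% = wells lacking Arfgap1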
Target sequence (Q62848 1-136 limits assumed): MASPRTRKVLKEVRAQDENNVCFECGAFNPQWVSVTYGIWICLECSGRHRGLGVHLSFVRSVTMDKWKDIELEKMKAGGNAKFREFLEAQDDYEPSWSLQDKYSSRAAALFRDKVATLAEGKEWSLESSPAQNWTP
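system = rat Arfgap1 catalytic domain, aa 1-136 | technique = FP, GDP Alexa 633 tracer displaced from anti-GDP antibody, 620/688 nm | compound = one concentration, 16.5 µM, DMSO 1.26% | medium = HEPES-based buffer, pH 7.5 | timing = compound-enzyme preincubation 20 min, reaction 120 min, detection 60 min, 25 °C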
ABHD4 inh: ABHD4 inhibitors, primary screen, biochemical, fluorescence polarization, mouse; (Lyso)-N-acylphosphatidylethanolamine lipase (Mus musculus), Q8VD66; purified mABHD4, FP-Rh probe fluorescence polarization; inhibition, % at 8.92 µM; 370,000 tested, 0.54% active; AID 720543, 2013;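 active = inhibition exceeding the mean over every tested compound plus 3 SD, cut at about 30% in these data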;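 note: 0% = plate median of compound wells and 100% = S159A mutant with DMSO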
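Test system: mABHD4 protein | Buffer or medium: HEPES pH 7.0 buffer, 150 mM NaCl, 0.01% Pluronic F-127 | Probe or stimulus: FP-Rh fluorescent activity-based probe, added after compound pre-incubation | Timing: Pre-incubation 45 min, probe exposure 60 min, at 25 °C | Technique: Fluorescence polarization, excitation 525 nm, emission 598 nm, BODIPY TMR filters | Repeats: Single well per compound (singlicate)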
HTRA1 inhibitor: HTRA1 serine protease inhibitors, primary screen, biochemical, fluorescence polarization, HTS | Q92743 | recombinant HTRA1, FP-rhodamine activity-based probe | inhibition, % at 5.96 µM | 340,000 tested, 0.5% active; in the data active = inhibition above about 36%;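 note: 0% = enzyme with DMSO and 100% = wells lacking enzyme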
Starred values were filed as active, the others as inactive.

CCCOCC1CC(CCc2nc(=S)[nH][nH]2)C(=O)O1 (centres undefined) was read as GC-B act 4, Rev-erbA mod 1, ASAP1 inh 2, GC-A act -1, rCAG binder -1, SMARCA2 activ -2, PG9 Ab binder -0.5, ARFGAP1 inh 3, ABHD4 inh -4 and HTRA1 inhibitor 8.
COC(=O)C1(C(=O)OC)C/C=C\CCN(S(=O)(=O)c2ccccc2[N+](=O)[O-])CC1 was read as GC-B act 3, Rev-erbA mod 4, ASAP1 inh 4, GC-A act 2, rCAG binder 4, SMARCA2 activ -5, PG9 Ab binder -0.5, ARFGAP1 inh 8 and ABHD4 inh -4.
Cc1cc(=O)n(C)c(=O)n1CCCCCN1CCCC1 was read as GC-B act -2, Rev-erbA mod 1, ASAP1 inh -8, GC-A act -1, rCAG binder -1, SMARCA2 activ -1, PG9 Ab binder -0.8, ARFGAP1 inh -5, ABHD4 inh 8 and HTRA1 inhibitor 11.
For O=C(O)Cc1sc(NCc2ccco2)nc1-c1ccccc1 the results were GC-B act 3, Rev-erbA mod -4, ASAP1 inh 2, GC-A act -1, rCAG binder 6, SMARCA2 activ 1, PG9 Ab binder -0.4, ARFGAP1 inh -19, ABHD4 inh -8 and HTRA1 inhibitor 4.
Screening Cc1ccc(SCC(=O)Nc2cc([N+](=O)[O-])ccc2O)cc1 returned GC-B act -1, Rev-erbA mod 6, ASAP1 inh -9, GC-A act -4, rCAG binder 21, SMARCA2 activ 0, PG9 Ab binder 0.0, ARFGAP1 inh -15, ABHD4 inh 1 and HTRA1 inhibitor -2.
COCCCN(C(=O)Cc1ccc(S(=O)(=O)N2CCOCC2)s1)c1c(N)n(Cc2ccccc2)c(=O)[nH]c1=O was read as GC-B act 3, Rev-erbA mod 0, ASAP1 inh -1, GC-A act 1, rCAG binder 9, SMARCA2 activ -2, PG9 Ab binder 1.5, ARFGAP1 inh 6, ABHD4 inh -13 and HTRA1 inhibitor 4.
COc1cc(COc2ccc3c(C)c(Cc4ccccc4)c(=O)oc3c2C)cc(OC)c1OC was read as GC-B act -5, Rev-erbA mod -1, ASAP1 inh 3, GC-A act 1, rCAG binder 6, SMARCA2 activ -2, PG9 Ab binder -1.6, ARFGAP1 inh 3, ABHD4 inh -8 and HTRA1 inhibitor -10.
Screening Cc1oc2c(C)c3oc(=O)c4c(c3cc2c1C)CCCC4 returned GC-B act -8, Rev-erbA mod 30*, ASAP1 inh 10, GC-A act 2, rCAG binder 4, SMARCA2 activ 2, PG9 Ab binder 1.0, ARFGAP1 inh 2, ABHD4 inh -4 and HTRA1 inhibitor -4.
`COc1cccc(/C=C/C(=O)OCCN2C(=O)c3ccccc3C2=O)c1` gave GC-B act -2, Rev-erbA mod -1, ASAP1 inh 2, GC-A act 4, rCAG binder -8, SMARCA2 activ -1, PG9 Ab binder 0.3, ARFGAP1 inh -2, ABHD4 inh -4 and HTRA1 inhibitor -11.
`C=CCOc1cccc(NC(=O)c2ccccc2SC)c1` gave GC-B act -4, Rev-erbA mod 3, ASAP1 inh 8, GC-A act 23, rCAG binder 3, SMARCA2 activ -5, PG9 Ab binder -0.7, ARFGAP1 inh 5, ABHD4 inh -14 and HTRA1 inhibitor -10.
`CC(=O)c1cccc(NC(=O)CN(c2ccccc2F)S(C)(=O)=O)c1` gave GC-B act -4, Rev-erbA mod 10, ASAP1 inh 10, GC-A act 1, rCAG binder -1, SMARCA2 activ -1, PG9 Ab binder -1.6, ARFGAP1 inh 10, ABHD4 inh -5 and HTRA1 inhibitor -3.
CCOC(=O)C1CCN(C(=O)CCc2ccc(S(=O)(=O)NCC(C)C)cc2)CC1 was read as GC-B act -1, Rev-erbA mod -3, ASAP1 inh -3, GC-A act -3, rCAG binder -7, SMARCA2 activ 1, PG9 Ab binder -0.7, ARFGAP1 inh -4, ABHD4 inh -2 and HTRA1 inhibitor -12.
COc1ccc(C(=O)N(CC2CCCO2)C(C(=O)NCCC(C)C)c2ccc(C)cc2)cc1OC (centres undefined) was read as GC-B act -4, Rev-erbA mod 4, ASAP1 inh 5, GC-A act -2, rCAG binder -3, SMARCA2 activ -1, PG9 Ab binder 1.1, ARFGAP1 inh 14, ABHD4 inh 6 and HTRA1 inhibitor -3.
Screening COc1ccc(NC(=O)C2C3C=CC(O3)C2C(=O)O)cc1 (centres undefined) returned GC-B act 7, Rev-erbA mod 11, ASAP1 inh -7, GC-A act 1, rCAG binder -1, SMARCA2 activ 0, PG9 Ab binder -1.7, ARFGAP1 inh 0, ABHD4 inh 5 and HTRA1 inhibitor 8.
For Brc1ccc(-c2c(-c3ccsc3)sc3ccccc23)cn1 the results were GC-B act 9, Rev-erbA mod 4, ASAP1 inh 0, GC-A act 15, rCAG binder 6, SMARCA2 activ 1, PG9 Ab binder -0.2, ARFGAP1 inh -14, ABHD4 inh 8 and HTRA1 inhibitor -3.
COc1ccc(C(O)c2nccn2Cc2ccccc2)cc1OC (centres undefined) was read as GC-B act 7, Rev-erbA mod -9, ASAP1 inh -4, GC-A act -1, rCAG binder -2, SMARCA2 activ -1, PG9 Ab binder -0.2, ARFGAP1 inh 3, ABHD4 inh 2 and HTRA1 inhibitor -8.
Screening CCC(NC(=O)c1ccccc1NC(=O)c1ccccc1)C(=O)NNC(=O)CSc1nc2ccccc2o1 (centres undefined) returned GC-B act -4, Rev-erbA mod 4, ASAP1 inh 12, GC-A act -4, rCAG binder 17, SMARCA2 activ 1, PG9 Ab binder 1.7, ARFGAP1 inh 19, ABHD4 inh -10 and HTRA1 inhibitor -4.
`CC(=O)c1cccc(CN2CCC(n3nccc3NC(=O)CCCc3ccccc3)CC2)c1` gave GC-B act -3, Rev-erbA mod 2, ASAP1 inh -1, GC-A act 0, rCAG binder -8, SMARCA2 activ -2, PG9 Ab binder -0.2, ARFGAP1 inh -1, ABHD4 inh -1 and HTRA1 inhibitor -2.
For COc1ccc(Cl)cc1Cn1c(C)c(C(=O)NCc2ccc(F)cc2)sc1=O the results were GC-B act -13, Rev-erbA mod -2, ASAP1 inh 2, GC-A act -6, rCAG binder 5, SMARCA2 activ -3, PG9 Ab binder 0.2, ARFGAP1 inh 2 and ABHD4 inh -28.
CCc1nnc(NC(=O)CCCSc2nc3ccccc3[nH]2)s1 was read as GC-B act 0, Rev-erbA mod -3, ASAP1 inh -15, GC-A act -1, rCAG binder 2, SMARCA2 activ 2, PG9 Ab binder -0.4, ARFGAP1 inh -2, ABHD4 inh 3 and HTRA1 inhibitor 1.
For CCc1ccc(CCC(=O)Nc2ncc(Cc3ccccc3Cl)s2)o1 the results were GC-B act -1, Rev-erbA mod -1, ASAP1 inh 10, GC-A act 3, rCAG binder 4, SMARCA2 activ 1, PG9 Ab binder -0.8, ARFGAP1 inh -7, ABHD4 inh -3 and HTRA1 inhibitor -18.
For C#CCN1C=C(C(=O)OCC)C(C)N(Cc2ccccc2I)S1(=O)=O (centres undefined) the results were GC-B act -3, Rev-erbA mod 1, ASAP1 inh 8, GC-A act -10, rCAG binder 6, SMARCA2 activ -3, PG9 Ab binder -3.3, ARFGAP1 inh -15, ABHD4 inh -13 and HTRA1 inhibitor -22.
Screening COCCN(CC(=O)NCC1CCCO1)C(=O)CCC(=O)Nc1cc(C)on1 (centres undefined) returned GC-B act 5, Rev-erbA mod -5, ASAP1 inh -6, GC-A act 2, rCAG binder 1, SMARCA2 activ -1, PG9 Ab binder -0.7, ARFGAP1 inh 2, ABHD4 inh -1 and HTRA1 inhibitor 3.
`CCc1ccc(/C=N\NC(=O)c2ccc(Br)o2)s1` gave GC-B act -2, Rev-erbA mod 9, ASAP1 inh 1, GC-A act 2, rCAG binder 0, SMARCA2 activ 7, PG9 Ab binder -0.8, ARFGAP1 inh 5, ABHD4 inh -5 and HTRA1 inhibitor -2.
Screening Cc1ccc2oc(-c3cccc(NC(=O)c4ccccn4)c3)nc2c1 returned GC-B act 5, Rev-erbA mod -1, ASAP1 inh -2, GC-A act 2, rCAG binder 1, SMARCA2 activ 5, PG9 Ab binder -1.4, ARFGAP1 inh 4, ABHD4 inh -14 and HTRA1 inhibitor -20.
Screening Cc1cc(C)cc(NC(=O)COC(=O)[C@@H](NC(=O)c2ccco2)C(C)C)c1 returned GC-B act 1, Rev-erbA mod 3, ASAP1 inh 5, GC-A act -4, rCAG binder -3, SMARCA2 activ -1, PG9 Ab binder -0.3, ARFGAP1 inh 8, ABHD4 inh -4 and HTRA1 inhibitor 5.
CCC(CC)NC(=O)COC(=O)c1ccc(OCc2ccc(C(C)=O)cc2OC)c(OC)c1 was read as GC-B act 4, Rev-erbA mod 4, ASAP1 inh -8, GC-A act 8, rCAG binder 3, SMARCA2 activ -2, PG9 Ab binder 3.8, ARFGAP1 inh -8, ABHD4 inh -13 and HTRA1 inhibitor -16.

Molecules listed so far that have a COOH group:
For O=C(O)Cc1sc(NCc2ccco2)nc1-c1ccccc1 the results were GC-B act 3, Rev-erbA mod -4, ASAP1 inh 2, GC-A act -1, rCAG binder 6, SMARCA2 activ 1, PG9 Ab binder -0.4, ARFGAP1 inh -19, ABHD4 inh -8 and HTRA1 inhibitor 4.
Screening COc1ccc(NC(=O)C2C3C=CC(O3)C2C(=O)O)cc1 (centres undefined) returned GC-B act 7, Rev-erbA mod 11, ASAP1 inh -7, GC-A act 1, rCAG binder -1, SMARCA2 activ 0, PG9 Ab binder -1.7, ARFGAP1 inh 0, ABHD4 inh 5 and HTRA1 inhibitor 8.
